TRAIL sens C8 – caspase-8 TRAIL sensitization; 360,000 compounds, 1% hits; inhibition (viability loss, TRAIL sensitization), % at 10 µM; NB7+C8 cells + TRAIL, ATPlite viability luminescence;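 active = compounds causing at least 50% loss of cell viability in the single-dose screen, relative to plate controls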
TWEAK-Fn14 inh – inhibitors of TWEAK-Fn14 interaction signaling. TWEAK-stimulated Fn14 reporter cells, luciferase luminescence, 8 h. inhibition, % at 10 µM. 360,000 compounds, 2% hits. AID 1159606; in the data active = inhibition above about 50%
NCOA2 inhibitor – inhibits human steroid receptor coactivator 2. AID 651957. Q15596. HEK293 GAL4-SRC2 luciferase reporter, luminescence. 370,000 compounds, 0.17% hits. inhibition, % at 9 µM;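 active = inhibition above the mean inhibition of all tested compounds plus 3 SD, set per campaign, cut at about 52% in these data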;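 note: 0% = DMSO treated cells and 100% = cells given Gossypol at 36 µM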
NR2F2 inh – blocks human COUP-TFII nuclear receptor; P24468; HEK293T NGFI-A luciferase reporter, luminescence; inhibition, % at 8.6 µM; 370,000 compounds, 0.7% hits; AID 686940;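 active = inhibition above a per-plate cutoff, mean inhibition of test wells between control levels plus 3 SD, cut at about 38% in these data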;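 note: cells cotransfected with COUP-TFII expression vector driving the NGFI-A reporter; 0% = median of COUP-TF2 test wells and 100% = reporter-only cells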
TROY NFkB inh – TROY signaling inhibition; Q293 LMP1-TROYcd NF-kB luciferase reporter, 4 h; inhibition, % at 10 µM; 360,000 compounds, 0.98% hits; AID 1347056;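 active = compounds whose plate-normalised and pattern-corrected inhibition of the luciferase reporter signal at the single screening dose is 50% or more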
CF NFkB block – cystic fibrosis NF-kB activation inhibition; KKLEB NF-kB-GFP reporter, PAF-induced, GFP fluorescence overnight; inhibition, % at 5 µM; 360,000 compounds, 0.86% hits; AID 588850;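 active = at least 50% inhibition at 5 µM, scaled per plate between neutral and stimulator controls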;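 note: PAF is a Pseudomonas aeruginosa culture filtrate used as stimulus; plate controls were PAF-stimulated DMSO wells for no effect and unstimulated DMSO wells for full effect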
NR5A2 inv ag – suppresses constitutive activity of human LRH-1; HEK293T StAR-luciferase reporter, LRH-1 transfected, 24 h; 360,000 compounds, 0.13% hits; AID 602396; inhibition, % at 3.6 µM;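 active = inhibition above the mean inhibition of all tested compounds plus 3 SD, cut at about 73% in these data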;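 note: 0% = DMSO wells and 100% = reporter-only cells lacking LRH-1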
KKLEB tox – reduces viability of KKLEB cystic fibrosis airway cells; KKLEB CF airway cells viability, ATPlite luminescence, overnight; active compounds read low; cells stimulated with P. aeruginosa culture filtrate; activity change (cytotoxicity), % at 5 µM; 360,000 compounds, 0.36% hits; AID 602141;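 active = corrected activity change at or below -50% at 5 µM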
NCOA1 inh – human NCOA1 inhibition; Q15788; inhibition, % at 3.6 µM; AID 588354; 360,000 compounds, 0.12% hits; HEK293 GAL4-SRC1 luciferase reporter, luminescence;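 active = inhibition above the campaign mean plus 3 SD, with each screening campaign given its own cutoff, cut at about 60% in these data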;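 note: 0% = DMSO treated cells and 100% = gossypol at 36 µM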
LMP1 NFkB inh – reduces LMP1-driven NF-kappaB luciferase signal | LMP1-induced NF-kappaB luciferase reporter cells, luminescence | inhibition, % at 12.5 µM | 350,000 compounds, 0.69% hits | AID 504558; in the data active = inhibition above about 41%;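 note: 0% = neutral control wells and 100% = reference inhibitor control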
SRC3 inh – inhibitors of human steroid receptor coactivator 3 (SRC3); 360,000 compounds, 0.17% hits; inhibition, % at 3.6 µM; Q9Y6Q9; HEK293 GAL4-SRC3 luciferase reporter, luminescence;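 active = inhibition above a per-campaign cutoff, the mean of all compounds plus 3 SD, cut at about 60% in these data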;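 note: 0% = DMSO-treated cells and 100% = gossypol-treated cells at 36 µM; higher means less SRC3-driven luciferase light from the GAL4 reporter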
Target sequence (Q9Y6Q9 whole entry, looked up, the tested form may be a part): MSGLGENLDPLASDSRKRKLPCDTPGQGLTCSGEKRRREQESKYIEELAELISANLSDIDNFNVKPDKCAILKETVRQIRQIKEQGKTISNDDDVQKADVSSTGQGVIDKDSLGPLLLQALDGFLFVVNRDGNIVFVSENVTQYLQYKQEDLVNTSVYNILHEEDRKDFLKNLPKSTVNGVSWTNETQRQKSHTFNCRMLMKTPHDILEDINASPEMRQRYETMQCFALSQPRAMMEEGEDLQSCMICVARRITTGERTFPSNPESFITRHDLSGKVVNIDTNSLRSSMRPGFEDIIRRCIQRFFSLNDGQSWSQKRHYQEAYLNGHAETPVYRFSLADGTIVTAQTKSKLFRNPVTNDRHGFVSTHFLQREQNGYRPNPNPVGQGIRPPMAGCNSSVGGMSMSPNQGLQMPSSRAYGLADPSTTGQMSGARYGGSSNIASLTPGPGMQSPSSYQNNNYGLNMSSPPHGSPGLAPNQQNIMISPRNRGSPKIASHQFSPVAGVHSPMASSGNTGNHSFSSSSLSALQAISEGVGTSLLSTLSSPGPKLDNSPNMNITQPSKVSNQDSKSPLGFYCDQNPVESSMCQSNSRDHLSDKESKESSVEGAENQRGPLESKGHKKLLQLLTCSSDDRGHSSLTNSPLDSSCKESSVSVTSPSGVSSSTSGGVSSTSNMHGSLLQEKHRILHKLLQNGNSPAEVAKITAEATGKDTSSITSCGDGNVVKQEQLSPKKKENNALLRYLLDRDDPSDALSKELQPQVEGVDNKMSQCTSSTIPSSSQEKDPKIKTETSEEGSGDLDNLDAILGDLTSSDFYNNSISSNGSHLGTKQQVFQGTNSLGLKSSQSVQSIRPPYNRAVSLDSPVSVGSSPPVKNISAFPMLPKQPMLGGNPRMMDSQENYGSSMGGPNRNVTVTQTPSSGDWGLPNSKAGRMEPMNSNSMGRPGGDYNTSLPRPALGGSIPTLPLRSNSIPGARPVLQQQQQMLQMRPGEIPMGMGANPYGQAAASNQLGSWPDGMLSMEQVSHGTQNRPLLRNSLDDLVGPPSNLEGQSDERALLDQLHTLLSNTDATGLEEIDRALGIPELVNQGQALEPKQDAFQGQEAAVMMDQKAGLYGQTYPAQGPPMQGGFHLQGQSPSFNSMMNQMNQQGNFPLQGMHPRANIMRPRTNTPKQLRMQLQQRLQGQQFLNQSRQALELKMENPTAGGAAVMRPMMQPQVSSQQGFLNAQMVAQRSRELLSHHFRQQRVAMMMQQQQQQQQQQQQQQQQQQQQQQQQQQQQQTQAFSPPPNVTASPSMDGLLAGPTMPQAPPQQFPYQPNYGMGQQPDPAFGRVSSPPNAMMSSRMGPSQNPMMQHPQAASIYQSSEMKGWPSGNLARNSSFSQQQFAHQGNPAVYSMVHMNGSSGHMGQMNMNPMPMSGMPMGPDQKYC
The depositor's hits bear a star; x = not tested or not shown; & = joins results of further samples.

SMILES | TRAIL sens C8 | TWEAK-Fn14 inh | NCOA2 inhibitor | NR2F2 inh | TROY NFkB inh | CF NFkB block | NR5A2 inv ag | KKLEB tox | NCOA1 inh | LMP1 NFkB inh | SRC3 inh
COc1ccc(C(=O)N2N=C(c3cccs3)CC2c2ccccc2O)cc1 (stereo not drawn) | -12 | 19 | 16 | 5 | -28 | -16 | 14 | 13 | 10 | -1 | 6
CCCN1C(=O)c2cc(C(=O)Nc3ccccc3OC)ccc2C1Nc1ccccc1OC (stereo not drawn) | 5 | -3 | 23 | -1 | 2 | 0 | 10 | 0 | 5 | 12 | 10
O=C(Cc1ccccc1)NN1C(=O)/C(=C/c2ccccc2C(=O)O)SC1=S | -4 | -8 | 6 | 2 | -16 | -2 | -1 | 5 | -9 | 2 | 3
O=[N+]([O-])c1ccccc1S(=O)(=O)Nc1ncccn1 | -8 | -8 | -32 | 1 | -7 | -10 | 1 | 1 | -26 | 0 | 2
CC1(C)Cc2cccc(OCC(=O)OCC(=O)NCc3ccccc3)c2O1 | 2 | -12 | 7 | -11 | 5 | -16 | 11 | -15 | -5 | 6 | -29
NC(=O)C1CCN(S(=O)(=O)c2cccc(S(=O)(=O)N3CCCCC3)c2)CC1 | 3 | 9 | 16 | 20 | -3 | -8 | -1 | 2 | -9 | -1 | 18
O=C(CCN1CCC2CCC(C2)C1)c1ccc(F)cc1 (stereo not drawn) | -7 | -8 | 5 | 8 | 3 | 18 | 3 | 4 | -2 | 2 | 17
CCCn1nnnc1NCc1cccc(OC)c1OC | -21 | -2 | -20 | 7 | 4 | -22 | -11 | 9 | -7 | -1 | -12
O=C(CSc1ncn[nH]1)c1ccco1 | -2 | 0 | -22 | 8 | 13 | -16 | -9 | 11 | -3 | -9 | -7
COc1ccc(NC2CCCN(C(=O)c3csc(C(C)C)n3)C2)cc1 (stereo not drawn) | 4 | 14 | 8 | 4 | -25 | -5 | 5 | 5 | -34 | 1 | 7
O=C(c1cc2ccccc2[nH]1)N(Cc1cccnc1)CC1CCCN(C2CCCCC2)C1 (stereo not drawn) | 6 | -28 | -22 | 6 | -27 | -36 | 7 | 10 | -19 | -10 | -18
O=C(Nc1ccc(-c2nc3ccccc3o2)cc1)C1CCCO1 (stereo not drawn) | 59* | 50 | -17 | -13 | 36 | -12 | -94 | -9 | -109 | -11 | -75
Cc1cccc(NC(=O)Cn2nc([N+](=O)[O-])c(Br)c2C)n1 | -3 | 12 | 10 | -28 | 1 | -6 | 5 | 7 | 4 | -6 | 9
COc1nc(OC)nc(N2CCC(C(=O)NC3CC3)CC2)n1 | -4 | 1 | 13 | -10 | 4 | 9 | 14 | 6 | -6 | 1 | 19
CCOCCn1c(CCCO)nc2ccccc21 | -10 | -3 | 9 | 16 | -5 | -4 | 10 | 4 | -10 | -7 | 24
COc1ccc(S(=O)(=O)CCC(=O)NCCc2cccc(C)c2)cc1 | -1 | 15 | 2 | 3 | 10 | -14 | -4 | -1 | -8 | 13 | 0
O=C(Nc1ccc(S(=O)(=O)Nc2nccs2)cc1)C1=NN(c2ccccc2)C(=O)CC1 | -8 | -6 | -5 | 5 | 3 | -17 | 25 | 7 | 3 | 0 | 19
CC(=O)NS(=O)(=O)c1ccc(N)cc1 | -16&12 | -5&1 | -22&5 | -8&-16 | -1&-6 | 28&-4 | 3&19 | 8&6 | -9&-22 | 9&0 | 9&7
CCN(CC(=O)NCc1ccc(F)cc1)CC(=O)Nc1ccc(S(=O)(=O)N2CCCC2)cc1 | 13 | 17 | -6 | -48 | -18 | -2 | 29 | -7 | 6 | 6 | 22
Cc1ccc(-n2c(Cc3cccn3C)nnc2SCC(=O)Nc2ccc3c(c2)OCO3)cc1 | 9 | 1 | -2 | -15 | 2 | -4 | -9 | -1 | -5 | -5 | -1
COc1ccc(S(=O)(=O)N(C)C[C@H]2Oc3ccc(NC(=O)Nc4ccc5c(c4)OCO5)cc3CC(=O)N([C@@H](C)CO)C[C@@H]2C)cc1 | -6 | -28 | 4 | -15 | 5 | 34 | 13 | -27 | -12 | 1 | 4
O=C(CSc1n[nH]c(-c2ccccc2)n1)c1ccc(O)c(O)c1 | 8 | -33 | -1 | -12 | -19 | 0 | -6 | 2 | 0 | -20 | -7
Nc1[nH][nH]c(=O)c1N=Nc1ccc2c(c1)OCO2 | 19 | 23 | -15 | -31 | 47 | -7 | -49 | -12 | -57 | -4 | -59
CCCCCCCCN1C(=O)[C@H](CC(=O)NCCCN2CCCC2=O)C[C@@]2(C(=O)OCC)CCCC=C12 | 10 | -9 | -5 | 8 | 3 | x | -3 | x | x | x | x
CCn1c(-c2csc3c2CCCC3)n[nH]c1=S | 1 | 2 | 29 | -5 | -14 | -4 | 0 | 3 | -13 | -3 | -9
NC1=NC(=O)/C(=C/c2cc(Br)c(O)c(Br)c2)S1 | -10 | 2 | -5 | 9 | -6 | -13 | -6 | -9 | 2 | 6 | -3
COC(=O)C1=C(C)N(CCCC(=O)O)C(=O)NC1c1ccccc1Cl (stereo not drawn) | -11 | 7 | 8 | 7 | -8 | -15 | 14 | 13 | 4 | 5 | -6
COC(=O)c1cc(S(=O)(=O)NCCc2ccc(SC)cc2)c[nH]1 | -2 | 21 | 13 | 1 | -15 | 29 | 9 | -8 | 17 | 10 | 31
NC(=O)c1nc[nH]c1C(=O)Nc1cccc(NC(=O)c2cccc(C(F)(F)F)c2)c1 | 17 | -36 | 11 | -3 | 16 | -1 | 0 | -34 | 2 | 5 | -7
COc1ccccc1NC(=S)NC(C)=O | 3 | 9 | 10 | 7 | 1 | 8 | -9 | 2 | -1 | -4 | -5
CC(C)(C)OC(=O)Nc1ccc([C@@H](NC(=O)OC(C)(C)C)C(=O)OC(C)(C)C)cc1 | 9 | 5 | -17 | 23 | -6 | 18 | 0 | -17 | -3 | -8 | -6
CC(C)=C1SC(N2CCN(c3ccc(C)c(Cl)c3)CC2)=NC1=O | -12 | 8 | -6 | 3 | 4 | 27 | 5 | -12 | -2 | -2 | -1
C=CCOc1ccc2c3c(c(=O)oc2c1)CCCC3 | -1 | -12 | -11 | 3 | -41 | -22 | -4 | 25 | -33 | 0 | -3
Cc1ccc(/C=C2\SC(=S)N(CCCC(=O)N3CCOCC3)C2=O)cc1 | 2 | -2 | 21 | 3 | 9 | 4 | -21 | -9 | -15 | 9 | 20
O=C(CSC1=NS(=O)(=O)c2ccccc2N1)Nc1ccc(F)cc1 | -6 | -1 | 9 | 6 | 5 | -3 | 18 | -2 | 6 | -6 | 26
O=C(c1ccc2c(c1)OCCO2)N1CCN(c2ccc(C(F)(F)F)cn2)CC1 | -7 | 6 | 5 | -1 | -11 | -11 | 9 | 25 | -17 | 7 | 0
CCN(CC)S(=O)(=O)c1cccc(-c2cn3cc(C)ccc3n2)c1 | 41 | 1 | -16 | -3 | 38 | 4 | -49 | -8 | -60 | -23 | -25
COc1ccc(C(C)(O)c2nc(-c3ccc(Cl)cc3)cs2)cc1 (stereo not drawn) | 26 | 4 | 19 | 12 | 31 | 17 | 21 | -8 | -11 | x | 0
CN1CCN(C(=O)N2CCNC2=O)CC1 | -19 | -6 | -12 | -5 | -4 | -7 | 14 | -1 | -10 | -6 | 18
CCCCn1c(N)c(Sc2ccccc2[N+](=O)[O-])c(=O)[nH]c1=O | -3 | -1 | -3 | 7 | 4 | -11 | -1 | 7 | 0 | -2 | -16
O=C(COC(=O)C1CC(=O)N(Cc2ccccc2)C1)Nc1ccccc1F (stereo not drawn) | -2 | 8 | 14 | 13 | -22 | 1 | 0 | 1 | -14 | 3 | 5
COc1cccc(-c2cnc(C(O)c3ccc(C)cc3C)[nH]2)c1 (stereo not drawn) | 5 | -6 | -9 | 15 | -3 | 8 | 20 | 6 | 2 | x | 1
COc1ccc(-c2ccc(-c3nc4ccc(C)cn4c3NC3CCCCC3)cc2OC)cc1 | 34&9 | 35&-10 | 0&-28 | 18&14 | 5&8 | 25 | -33&-38 | 4 | 2 | -5 | 9
COc1ccc(NC(=O)c2ccccc2C(=O)N2CCCCC2)cc1 | -1 | -9 | -8 | -12 | -16 | -1 | -11 | 8 | -24 | -11 | -13
COc1ccc(S(=O)(=O)N(CC(=O)N2CCOCC2)Cc2ccccc2)cc1C | 25 | 0 | 10 | 19 | 20 | 0 | 1 | 4 | 3 | -8 | 9
COc1ccc(C(=O)Nc2sc3c(c2C#N)CCN(C(C)=O)C3)cc1 | -4 | -12 | -39 | 5 | -24 | -5 | 24 | -9 | -3 | -6 | 5
C/C(CC(=O)Nc1ccc(Cl)c(C(F)(F)F)c1)=N\NC(=O)c1ccccc1O | 33 | 13 | -50 | -6 | 30 | -2 | -8 | -13 | -29 | 12 | -18
Nc1cc(N)nc(SCc2cc(=O)oc3cc4c(cc23)CCC4)n1 | -14 | -1 | -25 | 4 | 14 | -5 | 13 | -8 | -13 | -4 | -1
CC(=O)c1ccc(N(CC(=O)Nc2cc(C)on2)S(=O)(=O)c2ccc(C)cc2)cc1 | -11 | 1 | 5 | -8 | 4 | -5 | -13 | 9 | -12 | -1 | -8
COc1cc(/C=N/Nc2nc3ccccc3[nH]2)cc(Br)c1OCC(=O)N(C)C | 4 | 13 | -8 | 1 | 1 | -11 | -19 | 17 | -5 | 9 | 4
CCNS(=O)(=O)c1ccc(CCC(=O)N2CCOCC2)cc1 | 2 | -1 | -33 | -18 | -4 | -6 | 12 | -2 | -1 | 1 | 4
Cc1cc(=O)[nH]c2c1c(=O)[nH]n2C1CC(C)N(C)CC1C (stereo not drawn) | 6 | -4 | 9 | 3 | 6 | -4 | -4 | -2 | -2 | 0 | 8
COc1ccc(S(=O)(=O)NNS(=O)(=O)c2ccc(OC)c(OC)c2)cc1OC | 3 | 3 | x | x | 0 | -11 | -26 | -7 | -2 | x | 2
Cc1cc(C)n2c(Nc3ccc4c(c3)OCCO4)c(-c3ccccc3)nc2n1 | -2 | -15 | -21 | -16 | -25 | -1 | -10 | 4 | -27 | 8 | 5
Cc1ccc(-n2c(C)cc(C=C(C#N)C#N)c2C)cc1 | 15 | -15 | -1 | -5 | -21 | 16 | 5 | -14 | -5 | -6 | 9
CCOc1ccc(N(CC(=O)N/N=C/c2cc(Br)c(C)o2)S(C)(=O)=O)cc1 | -4 | 1 | -7 | -10 | -1 | -2 | 1 | 2 | 7 | -2 | -8
CCC1(c2ccc(Cl)cc2)NC(=O)N(CC(=O)NC2CCCC(C)C2C)C1=O (stereo not drawn) | 1 | 2 | -31 | 18 | 16 | 0 | -6 | -6 | -38 | -2 | -25
O=C(O)c1sccc1Oc1ccc(NS(=O)(=O)c2ccccc2)cc1 | 12 | 15 | -13 | 3 | -1 | -18 | 9 | -5 | -3 | -1 | 7

Screening data deposited in PubChem by several laboratories.
